Screening data: PubChem, several laboratories
NOD1 inhibition = NOD1 signaling inhibitors, primary screen, cell-based, luminescence, uHTS (AID 1578); NOD1-driven NF-kB luciferase reporter cells, luminescence; higher % means a stronger effect; one-dose inhibition, % at 4 µM; EC50 in µM for titrated hits; 290,000 compounds, 1% hits; in the data active means inhibition mostly above about 36%, no sharp cut-off; inactive means mostly below about 34%;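 further: HEK-293T reporter cells stimulated with the NOD1 agonist gamma-tri-DAP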
HEK293 NOD2/NF-kB = NOD2 signaling inhibitors, cell-based, luminescence, uHTS, HEK293 (AID 1566); 290,000 compounds, 0.63% hits; HEK293 NOD2/NF-kB luciferase reporter, luminescence; higher % means a stronger effect; inhibition, % at 4 µM; hits with a dose series show EC50 in µM; in the data active means inhibition above about 50%; further: many of its hits are not listed in these tables
Dynein cargo inh = blocks dynein driven cargo transport along microtubules; z-score, hits read low; 3617.4 mouse cells, GR-EGFP nuclear translocation imaging; test concentration mostly 20 µM; stimulated with dexamethasone, 1 µM; stronger effect = lower value; 220,000 compounds, 0.47% hits;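 active means plate z-score of nuclear minus cytoplasmic receptor signal below a set negative limit, without overly bright fluorescence or cell loss, cut at about -3.5 in these data, passing the limit was not always enough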;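 further: z-score of nuclear minus cytoplasmic ring GR-EGFP intensity difference per well; some compounds called inactive have numbers as strong as hits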
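Medium: Induction medium lacking tetracycline, stripped serum | Probe or stimulus: 1.0 µM final dexamethasone stimulus | Schedule: 48 h induction, then 1 h compound, then 30 min agonist, 37 °C | Signal: Automated 10x imaging of fixed Hoechst-stained cells | Evaluation: Per-cell GR-EGFP intensity, nucleus versus surrounding cytoplasmic ring, well-averaged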
MT stabilizer = microtubule stabilizers in HeLa cells; 200,000 compounds, 0.83% hits; % tubulin-high responders, % at 10 µM; AID 2205; HeLa tubulin immunostaining HCS, 24 h; share of cells brighter than vehicle mean+2SD;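 active means plate Z-score above 3 for both tubulin-high and condensed-nucleus cell shares, with cell loss under 80%, at 10 µM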;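 further: anti alpha tubulin signal scored within the nucleus-defined area of each cell; some results filed as inactive read as strong as hits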
Autophagy mod = alters autophagy in cells | MEF GFP-LC3 puncta imaging; test concentration mostly 10 µM | calls only at 10 µM (by protocol) | 190,000 compounds, 0.98% hits;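 active means percentage of spot-positive cells more than 3 SD above its plate mean, without a fluorescence outlier flag or 80% toxicity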;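 further: spot-positive cell cutoff set from DMSO-treated cells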
Dynein cargo inh cytoplasmic EGFP = recorded beside Dynein cargo inh, whose call it bears; z-score; measured here: cytoplasmic GR-EGFP intensity; stronger effect = higher value
Dynein cargo inh nuclear GR-EGFP = recorded beside Dynein cargo inh, whose call it bears; z-score; measured here: nuclear GR-EGFP intensity;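 lower value marks the stronger effect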
Dynein cargo inh cell count = recorded beside Dynein cargo inh, whose call it bears; z-score; measured here: cell count per field
MT stabilizer Hoechst-high % = second read-out of MT stabilizer, no call of its own (marks repeat the call); % Hoechst-high responders; measured here: nuclear condensation Hoechst responders;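 share of cells brighter than vehicle mean plus two SD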
MT stabilizer cytotoxicity % = second read-out of MT stabilizer, no call of its own (marks repeat the call); toxicity, %; measured here: cytotoxicity by cell density;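 0% = mean cell density of plate MIN control wells and 100% = no cells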
Autophagy mod cell loss 18 h = recorded beside Autophagy mod, whose call it bears; toxicity, %; measured here: cell loss, nuclei count;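 cell loss after 18 h compound exposure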
* marks the source's active call; other numbers are inactive results; i = inactive; · = not tested or not shown. Some of the compounds tested (hit frequency here may not be typical).

SMILES	NOD1 inhibition	HEK293 NOD2/NF-kB	Dynein cargo inh	MT stabilizer	Autophagy mod	others
O=C1NC(=S)NC(=O)C1=Cc1ccc(Br)s1	21%	-2%	·	·	·
CCCCc1nc(N2CCN(C(=O)c3ccco3)CC2)c(C#N)c2c1CCCC2	10µM*	7.6µM*	·	·	·
Clc1ccc2[nH]c3c(c2c1)CCNC3	-22%	12%	·	·	·
COc1ccccc1CCNC(=O)CCC(=O)N1CC2C[C@@H](C1)Cn1c2cccc1=O	-3%	12%	·	·	·
Cc1cc(OCC(=O)N2C[C@H]3C[C@@H](C2)c2cccc(=O)n2C3)c2c(C)cc(=O)oc2c1	-12%	-5%	·	·	·
CN1CCN(Cc2c(F)cccc2Cl)CC1	-30%	-7%	·	·	·
N=c1sccn1Cc1ccccc1F	-5%	-3%	·	·	·
CN(C)C(=O)Oc1ccc2c(c1)O/C(=C\c1ccc(Cl)cc1)C2=O	-11%	-16%	·	·	·
Cc1ccc(/C=C2/Sc3ccc(C(=O)N4CCC5(CC4)OCCO5)cc3NC2=O)cc1	14%	-8%	·	·	·
CC(=O)O[C@H]1CC[C@@]2(C)[C@H](C1)C(=O)C[C@H]1[C@@H]3CC[C@@H]4[C@@H](CN5C[C@@H](C)CC[C@H]5[C@@]4(C)O)[C@@H]3C[C@@H]12	-14%	-10%	·	·	·
COc1cc(/C=C2\CC(C(C)(C)C)C/C(=C\c3cc(OC)c(OC)c(OC)c3)C2=O)cc(OC)c1OC (stereo unspecified)	5.2µM*	8.7µM*	·	·	·
Cc1c(Br)c(=O)oc2cc(OCC(=O)N3C[C@H]4C[C@@H](C3)c3cccc(=O)n3C4)ccc12	-18%	12%	·	·	·
CC(=O)O[C@H]1C(=O)[C@@]2(C)C([C@H](OC(=O)c3ccccc3)[C@]3(O)C[C@H](OC(=O)[C@H](O)[C@@H](NC(=O)Cc4ccccc4)c4ccccc4)C(C)=C1C3(C)C)[C@]1(OC(C)=O)CO[C@@H]1C[C@@H]2O (stereo partly specified)	-6%	0%	·	·	·
CN(C)c1ccc(C2C3C=CC(C3)C2(C#N)C(=O)O)c(Br)c1 (stereo unspecified)	-18%	-1%	·	·	·
CC(=O)N1CC(=O)Nc2ccc(Br)cc2C1c1ccc(F)cc1 (stereo unspecified)	-3%	31%	·	·	·
CN1CCN(C(=O)COc2ccc3ccccc3c2)CC1	-8%	4%	·	·	·
Cc1c(Cl)cccc1N1C(=O)NC(=O)/C(=C\c2cc(C)n(-c3cccc(C(=O)O)c3C)c2C)C1=O	-7%	10%	·	·	·
Cc1ccc(N2C(=O)CC(=O)NC2=O)cc1Cl	-36%	11%	·	·	·
Oc1cc2c(cc1CN1CCN(c3ccc(F)cc3)CC1)OCO2	-47%	0%	·	·	·
COc1cccc(NC(=O)[C@@H](NC(=O)N2C[C@H]3C[C@@H](C2)c2cccc(=O)n2C3)C(C)C)c1	36%	17%	·	·	·
COc1ccc(Cl)cc1N=Cc1c(O)n(C)c(=O)n(C)c1=O	-17%	3%	·	·	·
O=C(NCc1cccnc1)Nc1ccc([N+](=O)[O-])cc1	-27%	-1%	·	·	·
O=C(CCc1nnc2ccc(NCc3ccccc3Cl)nn12)N1CCC2(CC1)OCCO2	-4%	14%	·	·	·
O=C(COc1ccc2c3c(c(=O)oc2c1)CCC3)N1C[C@H]2C[C@@H](C1)c1cccc(=O)n1C2	-24%	15%	·	·	·
O=C(COc1ccccc1)N1CCN(CC2CC=CCC2)CC1 (stereo unspecified)	-18%	-14%	·	·	·

Copied from the entries so far, 21 compounds:
SMILES	NOD1 inhibition	HEK293 NOD2/NF-kB	Dynein cargo inh	MT stabilizer	Autophagy mod	others
CCCCc1nc(N2CCN(C(=O)c3ccco3)CC2)c(C#N)c2c1CCCC2	10µM*	7.6µM*	·	·	·
Clc1ccc2[nH]c3c(c2c1)CCNC3	-22%	12%	·	·	·
COc1ccccc1CCNC(=O)CCC(=O)N1CC2C[C@@H](C1)Cn1c2cccc1=O	-3%	12%	·	·	·
Cc1cc(OCC(=O)N2C[C@H]3C[C@@H](C2)c2cccc(=O)n2C3)c2c(C)cc(=O)oc2c1	-12%	-5%	·	·	·
CN1CCN(Cc2c(F)cccc2Cl)CC1	-30%	-7%	·	·	·
N=c1sccn1Cc1ccccc1F	-5%	-3%	·	·	·
CN(C)C(=O)Oc1ccc2c(c1)O/C(=C\c1ccc(Cl)cc1)C2=O	-11%	-16%	·	·	·
Cc1ccc(/C=C2/Sc3ccc(C(=O)N4CCC5(CC4)OCCO5)cc3NC2=O)cc1	14%	-8%	·	·	·
CC(=O)O[C@H]1CC[C@@]2(C)[C@H](C1)C(=O)C[C@H]1[C@@H]3CC[C@@H]4[C@@H](CN5C[C@@H](C)CC[C@H]5[C@@]4(C)O)[C@@H]3C[C@@H]12	-14%	-10%	·	·	·
COc1cc(/C=C2\CC(C(C)(C)C)C/C(=C\c3cc(OC)c(OC)c(OC)c3)C2=O)cc(OC)c1OC (stereo unspecified)	5.2µM*	8.7µM*	·	·	·
Cc1c(Br)c(=O)oc2cc(OCC(=O)N3C[C@H]4C[C@@H](C3)c3cccc(=O)n3C4)ccc12	-18%	12%	·	·	·
CC(=O)O[C@H]1C(=O)[C@@]2(C)C([C@H](OC(=O)c3ccccc3)[C@]3(O)C[C@H](OC(=O)[C@H](O)[C@@H](NC(=O)Cc4ccccc4)c4ccccc4)C(C)=C1C3(C)C)[C@]1(OC(C)=O)CO[C@@H]1C[C@@H]2O (stereo partly specified)	-6%	0%	·	·	·
CN(C)c1ccc(C2C3C=CC(C3)C2(C#N)C(=O)O)c(Br)c1 (stereo unspecified)	-18%	-1%	·	·	·
CC(=O)N1CC(=O)Nc2ccc(Br)cc2C1c1ccc(F)cc1 (stereo unspecified)	-3%	31%	·	·	·
CN1CCN(C(=O)COc2ccc3ccccc3c2)CC1	-8%	4%	·	·	·
Cc1c(Cl)cccc1N1C(=O)NC(=O)/C(=C\c2cc(C)n(-c3cccc(C(=O)O)c3C)c2C)C1=O	-7%	10%	·	·	·
Cc1ccc(N2C(=O)CC(=O)NC2=O)cc1Cl	-36%	11%	·	·	·
Oc1cc2c(cc1CN1CCN(c3ccc(F)cc3)CC1)OCO2	-47%	0%	·	·	·
COc1cccc(NC(=O)[C@@H](NC(=O)N2C[C@H]3C[C@@H](C2)c2cccc(=O)n2C3)C(C)C)c1	36%	17%	·	·	·
COc1ccc(Cl)cc1N=Cc1c(O)n(C)c(=O)n(C)c1=O	-17%	3%	·	·	·
O=C(NCc1cccnc1)Nc1ccc([N+](=O)[O-])cc1	-27%	-1%	·	·	·

Next structures
SMILES	NOD1 inhibition	HEK293 NOD2/NF-kB	Dynein cargo inh	MT stabilizer	Autophagy mod	others
COc1ccc(C(=O)C2CCCN(Cc3ccc(F)cc3F)C2)cc1F (stereo unspecified)	-6%	-2%	·	·	·
CC(C)c1ccccc1NC1=NCCCS1	-19%	-12%	·	·	·
CCn1cc(C=C2C(=O)NC(=O)NC2=O)c2ccccc21	-1%	4%	·	·	·
Cc1cccc(CNCCc2c[nH]c3ccccc23)c1	-3%	-8%	·	·	·
O=C(O)c1ccc(-n2c(O)c(/C=C3\C=Nc4ccccc43)c(=O)[nH]c2=O)cc1	-4%	-3%	·	·	·
COc1ccc(C)cc1NC(=O)CSc1ccc(-c2sc(C)nc2C)nn1	9.5µM*	4.6µM*	·	·	·
CC1CCC(NC(=O)CNC(=S)N2CC3CC(C2)c2cccc(=O)n2C3)CC1 (stereo unspecified)	-26%	7%	·	·	·
O=C1C(Cc2cnc[nH]2)NC(=S)N1c1ccccc1 (stereo unspecified)	-5%	1%	·	·	·
COc1cc(C(=O)N2C[C@H]3C[C@@H](C2)c2cccc(=O)n2C3)cc(OC)c1OC	-7%	-2%	·	·	·
CC/C(=N\NC(=O)c1ccccc1O)c1c(O)n(C2CCCCC2)c(=O)[nH]c1=O	-18%	20%	·	·	·
CCC1CO/C(=C(\C(Cl)=C(Cl)Cl)[N+](=O)[O-])N1Cc1ccc(Cl)nc1 (stereo unspecified)	-6%	0%	·	·	·
O=C(CN1CCOCC1)c1ccc(Br)cc1	-25%	4%	·	·	·
COc1cccc(N(C(C)=O)C2=NCCCS2)c1	-18%	18%	·	·	·
O=C(c1ccc(F)cc1Cl)N1CCC2(CC1)OCCO2	1%	11%	·	·	·
NP(=O)(OCCCc1ccccc1)Oc1ccccc1 (stereo unspecified)	-19%	-4%	·	·	·
COc1ccccc1OCC(=O)N1CCCC(N(C)Cc2ccccc2)C1 (stereo unspecified)	-28%	-14%	·	·	·
Cc1nc(N2CCN(c3ccccn3)CC2)c2c(C)c(C(=O)N3CCN(c4ccccc4F)CC3)sc2n1	6.4µM*	5.1µM*	·	·	·
O=S(=O)(NC1CCCC1)OCC(Cl)(Cl)Cl	-1%	-6%	·	·	·
O=C(NC(=S)N1C[C@H]2C[C@H](C1)c1cccc(=O)n1C2)c1ccc(F)cc1	-8%	-2%	·	·	·
COc1ccc(C(=O)Cn2c(NCCCl)nc3ccccc32)cc1	6%	11%	·	·	·
CC(=O)OC(C)(C)/C=C/C(=O)C(C)(O)C1[C@H](O)C[C@@]2(C)C3CC=C4C(CC[C@@H](O)C4(C)C)[C@]3(CO)C(=O)C[C@]12C (stereo partly specified)	12%	-200%	·	·	·
N#CC(C#N)=C(C#N)c1ccc(Nc2ccccc2)cc1	35%	17%	·	·	·
CCOc1ccccc1CNCCc1ccc2c(c1)OCO2	-19%	1%	·	·	·
Cc1cc(O)c2c3c(c(=O)oc2c1)CCC(C)C3 (stereo unspecified)	10%	33%	·	·	·
COc1ccccc1OP(=O)(Nc1ccc(Br)cc1)Oc1ccccc1OC	46%	-8%	·	·	·

Next part:
SMILES	NOD1 inhibition	HEK293 NOD2/NF-kB	Dynein cargo inh	MT stabilizer	Autophagy mod	others
COc1ccc(-n2c(CNCCc3ccc(C)cc3)nc3ccccc3c2=O)cc1	-35%	3%	·	·	·
O=[N+]([O-])c1ccc(N2CCCCCC2)c2nonc12	-2%	14%	·	·	·
O=C(O)C1Cc2ccccc2N2CCCC12 (stereo unspecified)	6%	13%	·	·	·
Cc1nc2ccccc2c(=O)n1-c1cc([N+](=O)[O-])cc([N+](=O)[O-])c1	-9%	18%	·	·	·
CN1CCN(C(=O)COc2ccc(S(=O)(=O)NC3CCCCC3)cc2Cl)CC1	-30%	8%	·	·	·
COc1ccc(-c2nn(CCC#N)cc2C(=O)Nc2ccccc2)cc1OC	-17%	-6%	·	·	·
CN(C)C1(CNC(=O)Cc2ccccc2F)CCCCC1	-6%	-7%	·	·	·
O=C(O)Cn1cc(C=C2C(=O)NC(=O)NC2=O)c2ccccc21	2%	0%	·	·	·
CCCCCn1c(=O)c(C(=O)Nc2cc(C)ccn2)c(O)c2ccccc21	-25%	28%	·	·	·
Cc1c(C(=O)Nc2ccccc2)c2cc(O)ccc2n1Cc1ccccc1	-17%	11%	·	·	·
COc1ccc(-c2nn(CCC#N)cc2C(=O)Nc2ccccc2Cl)cc1	-6%	7%	·	·	·
CN(C)CCN(CC1CCCN(Cc2ccccc2F)C1)C(=O)Cc1ccccc1F (stereo unspecified)	2%	2%	·	·	·
CC1C(c2cccs2)=[N+]([O-])C(C)(C(=O)c2ccc(Cl)cc2)N1O (stereo unspecified)	·	·	0.92	2.2	i	Dynein cargo inh cytoplasmic EGFP=-0.2;Dynein cargo inh nuclear GR-EGFP=0.35;Dynein cargo inh cell count=-0.95;MT stabilizer Hoechst-high %=1.4;MT stabilizer cytotoxicity %=6.8;Autophagy mod cell loss 18 h=-26
